TcdB GH inh: TcdB glycohydrolase inhibitors, primary screen, biochemical, single point, plate reader. inhibition, % at 9.99 µM. 350,000 compounds, 0.24% hits. TcdB glycohydrolase enzymatic assay; in the data active = inhibition above about 10%
BioA inh: M. tuberculosis BioA enzyme inhibitors, primary screen, biochemical, plate reader, single point, HTS; 7,8-diaminopelargonic acid synthase BioA (Mycobacterium tuberculosis); purified M. tuberculosis BioA enzyme; inhibition, % at 9.99 µM; 360,000 compounds, 0.096% hits; in the data active = inhibition above about 40%
Vc quorum ag: inducers of Vibrio cholerae quorum light production without autoinducers, primary screen, BH1578 luxS cqsA deficient, single point | V. cholerae BH1578 lux reporter, luminescence, 6 h | activation, % at 18.7 µM | 350,000 compounds, 0.16% hits | AID 588436, 2011; in the data active = activation mostly above about 9.7%, no sharp cut-off; note: not every result past the cut was called active; inactives centre near 0; reference of the scale not given here
PfHsp40 rescue: rescue of yeast from PfHsp40 toxicity, primary screen, S. cerevisiae, ATP luminescence; S. cerevisiae expressing PfHsp40, growth rescue; growth rescue, % at 12.5 µM; 340,000 compounds, 0.68% hits; AID 504582, 2011; in the data active = growth rescue above about 28%, passing the limit was not always enough;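 note: yeast W303a lacking pdr1 and pdr3 grown in galactose medium; growth measured after three days at 30 °C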
Y pestis TopoI: Yersinia pestis topoisomerase I inhibitors, primary screen, biochemical, cleavage product accumulation, plate reader, single point | Y. pestis Topo-I cleavage product accumulation | 360,000 compounds, 0.064% hits | activity, % at 10 µM; in the data active = activity above about 50%, passing the limit was not always enough; note: inactives centre near 2
FBA Mtb inh: Mtb FBA enzyme inhibitors, primary screen, biochemical, fluorescence, strain H37Rv; Fructose-bisphosphate aldolase (Mycobacterium tuberculosis (strain ATCC 25618 / H37Rv)), …; purified M. tuberculosis FBA, fluorescence read-out; inhibition, % at 1 µM; 360,000 compounds, 2.3% hits; in the data active = inhibition above about 27%;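 note: 0% = vehicle and 100% = reference inhibitor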
GDH-TPI inh: GDH-TPI coupling enzyme inhibitors, primary screen, artefact control for M. tuberculosis FBA inhibitor project, biochemical, absorbance, full deck; GDH-TPI coupled enzyme counterscreen, NADH absorbance; inhibition, % at 4.8 µM; 360,000 compounds, 1.2% hits; AID 588335, 2011; in the data active = inhibition above about 30%;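 note: 0% = DMSO wells and 100% = wells lacking the enzyme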
FadD28 binding: inhibitors of FadD28 bisubstrate probe binding, primary screen, biochemical, fluorescence polarization, single point; Mycobacterium tuberculosis FadD28 fatty-acid-AMP ligase; inhibition, % at 12.5 µM; 360,000 compounds, 0.22% hits; in the data active = inhibition above about 8.5%, passing the limit was not always enough
UGM FP inh: M. tuberculosis UGM enzyme inhibitors, primary screen, biochemical, fluorescence polarization, single point | 320,000 compounds, 0.06% hits | inhibition, % at 10 µM | purified UGM, fluorescence polarization probe displacement | AID 504406, 2011; in the data active = inhibition above about 10%, passing the limit was not always enough
* marks the source's active call; other numbers are inactive results; i = inactive; . = not tested or not shown. Rows were taken by chance; overall some 4.6% were active at least once.

SMILES	TcdB GH inh	BioA inh	Vc quorum ag	PfHsp40 rescue	Y pestis TopoI	FBA Mtb inh	GDH-TPI inh	FadD28 binding	UGM FP inh
CC1(Oc2ccccc2)CCN(Cc2csc3ccccc23)C1 (stereo unspecified)	1.0	0.9	-3.3	.	15	0	-6	-4.7	.
COc1ccc(-n2nc(C(=O)NCC(=O)NCCN(C)C)c3ccccc3c2=O)cc1	0.4	-0.9	i	18	-1	1	8	.	0.3
Cc1ccc(CNC(=O)[C@H]2O[C@@H](n3cnc4c(N)ncnc43)[C@H](O)[C@@H]2O)o1	0.4	-1.3	.	.	.	0	.	-1.8	.
CCOC(=O)N1CCN(CC(O)COc2ccc(CC)cc2)CC1 (stereo unspecified)	0.7	0.0	0.6	0.2	7	2	-1	.	0.4
COc1ccc(NC(=O)CC#N)cc1OC	.	3.3	.	-0.7	-14	-8	-6	-4.0	0.6
CC(C)(NO)/C(=N/O)c1cccs1	.	1.2	-3.3	-0.3	3	0	-8	-1.1	2.1
OCC[C@H]1C[C@H](O)[C@@H](O)[C@]2(CCCCO2)O1	1.8	0.1	-0.7	-1.0	19	1	5	-1.5	-1.9
CC(=O)c1cccc(N(C(=O)CNC(=O)c2ccco2)C(C(=O)NCC2CCCO2)c2ccccc2)c1 (stereo unspecified)	-1.1	0.2	-0.4	0.6	-10	-2	-5	-3.6	0.6
O=C(/C=C/c1c(Cl)cccc1Cl)NCCCn1ccnc1	0.5	-6.5	i	.	8	-1	-1	-1.0	-2.2
COc1cccc(C(=O)N/N=C(\C)c2ccc(NC(=O)Cc3ccccc3)cc2)c1OC	0.0	-2.1	-0.7	2.7	20	-2	6	-2.3	-2.2
OCCN1CCN(c2ncnc3c2c(-c2ccccc2)cn3-c2ccc(Br)cc2)CC1	2.5	.	-0.3	-1.1	17	-6	-12	-6.0	3.6
COc1ccccc1CNC(=O)CNC(=O)c1sc2ccccc2c1Cl	1.2	-0.4	i	1.6	22	2	-9	-11	3.8
CCC1C(=O)N=C(SCC(=O)NC2CCCCC2)NC1=O (stereo unspecified)	-0.3	.	i	0.7	1	3	5	0.2	2.9
N#CCC(=O)Nc1ccc(C(=O)NCCC(c2ccccc2)c2ccccc2)cc1	0.1	-1.0	i	-0.7	6	1	-4	-12	-3.5
COc1ccc(NC(=O)C(=O)NNC(=O)c2ccc(Cl)cc2Cl)cc1	0.6	-0.3	-2.0	-0.5	-2	-1	12	0.3	1.5
O=S(=O)(Nc1cccc(C(F)(F)F)c1)c1cccnc1	.	4.2	-2.2	0.9	4	1	10	-1.9	.
O=C(O)C1CC=CCC1C(=O)NNS(=O)(=O)c1ccccc1 (stereo unspecified)	0.7	.	1.2	-1.3	0	-3	2	1.8	-0.2
CC(=O)c1cccc(NC(=S)NC2CC2)c1	-0.3	0.1	3.8	0.4	4	-4	7	-2.9	-1.3
CCCCCCNc1nc(Cl)nc(NC(C)(C)CO)n1	0.5	.	i	3.8	-8	0	7	-1.9	-0.9
Cc1cccc(C(=O)N[C@H](C(=O)Nc2nc(C)cs2)C(C)C)c1	-0.2	-0.8	-3.8	-0.4	-1	-3	5	-2.1	-1.3
Cc1cc(C)c(S(=O)(=O)N2CCCC(C(=O)NC3CC3)C2)c(C)c1 (stereo unspecified)	1.1	0.3	-0.4	-0.1	-3	0	-1	-0.9	0.6
O=C(CSc1ccccc1F)NCC(c1cccs1)N1CCOCC1 (stereo unspecified)	1.7	1.7	-0.7	-0.7	11	2	-3	-0.7	0.8
O=C(c1ccc(Cl)cc1)c1cc(-c2ccccn2)c(N2CCOCC2)s1	.	0.0	0.0	3.8	-8	-2	-1	-2.2	-2.5
Cc1cccnc1NCc1ccc(O)c2ncccc12	.	-0.1	i	0.3	-1	-3	-7	-3.5	-3.8
CSCCC(NC(=O)c1cccc(S(=O)(=O)N2CCOCC2)c1)C(=O)Nc1ccc(F)cc1 (stereo unspecified)	.	-1.6	-0.3	1.3	-3	-1	-3	-0.8	0.0

Fetched by compound from above, 6 records:
SMILES	TcdB GH inh	BioA inh	Vc quorum ag	PfHsp40 rescue	Y pestis TopoI	FBA Mtb inh	GDH-TPI inh	FadD28 binding	UGM FP inh
OCC[C@H]1C[C@H](O)[C@@H](O)[C@]2(CCCCO2)O1	1.8	0.1	-0.7	-1.0	19	1	5	-1.5	-1.9
O=C(CSc1ccccc1F)NCC(c1cccs1)N1CCOCC1 (stereo unspecified)	1.7	1.7	-0.7	-0.7	11	2	-3	-0.7	0.8
Cc1cccc(C(=O)N[C@H](C(=O)Nc2nc(C)cs2)C(C)C)c1	-0.2	-0.8	-3.8	-0.4	-1	-3	5	-2.1	-1.3
CCCCCCNc1nc(Cl)nc(NC(C)(C)CO)n1	0.5	.	i	3.8	-8	0	7	-1.9	-0.9
CC(=O)c1cccc(NC(=S)NC2CC2)c1	-0.3	0.1	3.8	0.4	4	-4	7	-2.9	-1.3
CC(=O)c1cccc(N(C(=O)CNC(=O)c2ccco2)C(C(=O)NCC2CCCO2)c2ccccc2)c1 (stereo unspecified)	-1.1	0.2	-0.4	0.6	-10	-2	-5	-3.6	0.6

(more compounds)
SMILES	TcdB GH inh	BioA inh	Vc quorum ag	PfHsp40 rescue	Y pestis TopoI	FBA Mtb inh	GDH-TPI inh	FadD28 binding	UGM FP inh
CC(=O)Nc1ccc(N2C(=O)CC(Sc3nc(C)cc(C)n3)C2=O)cc1 (stereo unspecified)	2.0	0.6	-0.5	0.5	-2	1	2	0.5	-2.3
CNc1cc(-c2ccc(CC#N)cc2)ncn1	1.4	1.5	-0.7	.	0	15	13	-1.5	.
CCOC(=O)c1cc2sc(C)cc2n1CCCN1C(=O)c2ccccc2C1=O	.	-0.3	i	1.2	35	1	2	-6.8	1.0
Oc1ccccc1-c1n[nH]c(-c2ccccc2O)n1	0.0	.	-0.8	-0.9	-6	11	11	-1.1	.
COc1cccc(C(=O)NCCS(=O)(=O)NCc2ccco2)c1	0.8	.	-7.1	0.6	-1	-2	-3	-2.6	-0.4
COc1ccc(NC(C)=O)cc1NC(=O)CSc1nc2ncccc2[nH]1	.	0.9	2.8	-1.1	2	-1	12	-1.0	-1.9
COc1ccc2oc(C(=O)OCC(=O)NC(C)c3ccccc3)c(C)c2c1 (stereo unspecified)	0.0	-0.3	i	0.0	10	39*	-1	-3.6	2.3
COc1ccccc1C1CCN(Cc2ccccc2)CC1	-0.4	-0.3	-0.6	-0.5	6	-1	15	.	1.4
CCOc1ccc(N2C(=O)c3ccc(C(=O)OCc4c(C)noc4C)cc3C2=O)cc1	.	-0.2	i	-1.3	-5	-4	-2	-1.4	0.2
c1ccc(-c2ccncc2)cc1	2.9	-1.8	-0.6	-0.4	-2	4	3	0.3	.
COC(=O)c1ccc(CN2CCc3ccc(NC(=O)c4ccncc4)cc3C2)cc1	1.1	3.6	0.4	-0.3	10	2	4	-2.1	0.8
CCOc1cc(/C=N/Nc2nnc(C)n2N)ccc1OC(C)=O	1.2	3.4	-0.9	1.9	0	-38	-33	2.0	-2.9
CC(=O)c1cccc(S(=O)(=O)NCCCN2CCOCC2)c1	1.3	-1.5	-0.7	-1.6	-1	3	0	0.0	1.9
CCCNC(=O)CN1CCN(S(=O)(=O)c2ccc(Br)s2)CC1	0.0	2.5	-0.6	-0.1	3	-3	4	-1.1	-7.4
CCN(C(=O)COC(=O)C1CCN(S(=O)(=O)c2cccs2)CC1)c1ccccc1	1.2	.	i	-1.2	34	-2	-7	-4.5	1.5
CCn1cc(Cl)c(C(=O)N2N=C(c3ccc4ccccc4c3)CC2c2ccccc2O)n1 (stereo unspecified)	0.3	.	-0.7	-1.6	20	-7	10	-7.3	-0.4
Fc1ccc2nc(C3CCCCN3Cc3nc(CC4CC4)no3)[nH]c2c1 (stereo unspecified)	0.8	.	-0.4	0.3	19	5	4	-2.9	0.6
O=C(COC(=O)/C=C/c1ccc(C(F)(F)F)cc1)NCCC1=CCCCC1	0.7	-0.8	0.5	-2.3	14	0	1	-0.1	-0.8
CN(C)Cc1c(-c2ccc(Cl)cc2)nc2ccc(Cl)cn12	1.3	.	i	-1.4	9	-2	1	-2.2	0.9
CC[C@H]1CCCCc2ccccc2[C@@H](C(=O)C[C@@H](O)CC(C)=O)OC1=O	0.5	-1.9	-0.5	1.9	-10	2	4	-0.3	0.7
Cc1cccc(NC(=O)COC(=O)c2ccc(S(=O)(=O)N3CCCC3)cc2)c1	0.9	-1.7	6.2	0.3	19	0	2	-1.7	.
CC(C)c1ccc(OCC(=O)NN2C(=O)c3ccccc3C2=O)c(Br)c1	0.0	-0.6	-0.3	8.3	-6	-4	6	-1.0	1.0
O=c1[nH]c(=S)[nH]c2sc3c(c12)CCCCCC3	1.4	1.0	-0.1	-1.0	-5	0	21	1.7	4.7
COc1cc2[nH]c(=S)n(Cc3ccccc3)c(=O)c2cc1OC	1.2	.	2.4	0.3	8	2	14	-4.4	-1.3
CC1Cc2cc(S(=O)(=O)CCC(=O)NCc3ccco3)ccc2N1C(=O)C1CC1 (stereo unspecified)	1.0	1.2	-0.6	-0.5	2	-4	-14	-2.1	-1.7

The list goes on:
SMILES	TcdB GH inh	BioA inh	Vc quorum ag	PfHsp40 rescue	Y pestis TopoI	FBA Mtb inh	GDH-TPI inh	FadD28 binding	UGM FP inh
CC(=O)c1cccc(NS(=O)(=O)N(C)C)c1	.	-0.6	-1.2	-0.1	-6	4	-3	-4.5	-0.6
CCc1ccc(OC(=O)c2cncc(Br)c2)cc1	-2.0	-8.0	i	0.0	-7	3	-2	0.6	1.8
CN(C)C(CNC(=O)c1cccc(S(=O)(=O)N2CCN(c3ccccc3)CC2)c1)c1ccccc1 (stereo unspecified)	0.5	-0.5	6.2	-0.7	7	-3	-2	-3.0	.
Cc1c(CN2CCC(CO)(Cc3cccc(C(F)(F)F)c3)CC2)c2ccccc2n1C	0.6	.	-2.5	7.0	0	0	-2	-6.1	-1.3
CCOc1ccc(-n2c(O)c(C=NCCN(CC)CC)c(=O)[nH]c2=O)cc1	.	-0.5	i	-0.6	7	1	12	1.8	-3.1
COc1ccccc1CNC(=O)CN1C(=O)COc2ccc(S(=O)(=O)NC3CCCC3)cc21	1.1	0.7	-1.7	-0.9	13	-3	6	-1.2	0.4
COC(=O)c1ccc(NC(=S)N2CCN(C(=O)c3ccco3)CC2)cc1	-0.6	0.2	i	-0.1	3	8	1	-0.2	-4.4
COc1ccc2c3c(cccc13)OCC2=O	.	-2.2	-0.5	1.3	3	4	-1	-1.4	0.1
COc1ccc(NC(=O)C2CC2)cc1S(=O)(=O)N1CCOCC1	-3.3	0.2	-0.3	-0.2	4	1	-2	-0.7	3.2
C=CCc1ccc(OCCCCNC2CCCC2)c(OC)c1	0.7	.	-0.2	0.0	-1	1	2	0.3	-2.3
O=S(=O)(c1cc(Cl)ccc1Cl)N1CC2CCCN2c2ccc(C(F)(F)F)cc21 (stereo unspecified)	.	-2.7	-0.3	-1.7	0	1	8	-0.2	0.3
CC(=O)N/C(=C\c1ccccc1)C(=O)OCC(=O)Nc1cc(S(=O)(=O)N(C)C)ccc1C	1.5	0.2	1.0	0.2	-11	-2	-2	-4.9	-2.1
Cc1csc2c(N3CCN(C(=O)NC(C)(C)C)CC3)ncnc12	-1.5	0.1	i	0.2	12	4	15	-1.8	-1.0
CSc1ccc(Cl)c(C(=O)OCC(=O)N2CCN(c3ccccc3)CC2)c1	0.9	0.2	i	5.2	46	1	4	-1.5	.
COc1ccc(-n2c(=O)[nH]c3ccccc3c2=O)cc1	.	2.4	i	1.1	-1	4	-4	-1.6	1.0
CSc1ccccc1C(=O)Nc1ccc(C)cc1C	0.3	.	-0.2	-1.2	-4	1	-2	-3.9	-0.9
Cc1ccc(CCNC(=O)c2ccc(NC3=NC4CS(=O)(=O)CC4S3)cc2)cc1 (stereo unspecified)	1.2	-0.5	0.2	-0.5	1	3	-4	-1.5	3.9
